# High-throughput results: PubChem, several laboratories
# CHRM4 PAM = CHRM4 positive allosteric modulation; CHO-K1 hM4/Gqi5, Fluo-8 calcium fluorescence, ACh EC20; 0% = ACh EC20, 100% = maximal ACh; activation, % at 3 µM; 0.4% of 360,000 active; AID 624126;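 active means activation above its plate's cutoff, the mean activation of sample wells plus 3 SD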; further: some results filed as inactive read as strong as hits
# Target sequence (P08173 whole entry, looked up): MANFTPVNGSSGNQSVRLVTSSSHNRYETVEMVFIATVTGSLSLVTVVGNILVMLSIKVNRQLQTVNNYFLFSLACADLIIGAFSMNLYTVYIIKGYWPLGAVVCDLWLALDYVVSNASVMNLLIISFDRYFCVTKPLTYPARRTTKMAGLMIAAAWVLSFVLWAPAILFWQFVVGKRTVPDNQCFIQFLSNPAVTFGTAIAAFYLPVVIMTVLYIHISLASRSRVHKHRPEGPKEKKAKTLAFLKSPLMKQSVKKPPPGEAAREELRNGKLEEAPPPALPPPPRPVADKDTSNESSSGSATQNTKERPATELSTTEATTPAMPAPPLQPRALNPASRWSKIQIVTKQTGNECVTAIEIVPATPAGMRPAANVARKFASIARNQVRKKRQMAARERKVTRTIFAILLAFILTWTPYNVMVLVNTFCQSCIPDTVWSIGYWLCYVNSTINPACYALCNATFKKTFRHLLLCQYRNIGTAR
# CHRM5 agonist = agonists of human muscarinic M5 receptor (CHRM5). CHO-K1 hM5 cells, Fluo-8 calcium fluorescence; 0% DMSO wells, 100% maximal acetylcholine response. activation, % at 3 µM. 0.19% of 360,000 active;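 active means activation above the run's mean over test compounds plus 3 SD, cut at about 23% in these data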;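 further: signal is peak over basal fluorescence ratio across the kinetic read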
# CRFBP-R2 block = blocks CRF-induced signaling of the CRF-BP/CRF-R2 complex | inhibition, % at 11.8 µM | 0.59% of 350,000 active | HEK293 CRF-R2/CRF-BP, CRF-induced calcium fluorescence;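 active means inhibition of the ligand-induced calcium signal above about 50% at the single tested concentration, limit read from the data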
# CHRM5 PAM = CHRM5 positive allosteric modulation. CHO-K1 hM5, Fluo-8 calcium, ACh EC20 PAM; 0% = ACh EC20, 100% = ACh EC100. activation, % at 3 µM. 0.3% of 360,000 active. AID 624038;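 active means activation above the run cutoff, the mean activation of all test compounds plus 3 SD, cut at about 18% in these data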
#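 Test system: CHO-K1 hM5 cells / Doses: single-point, 3 µM nominal / Times: Post-acetylcholine fluorescence recording 140 s / Technique: Fluo-8 calcium fluorescence / Measure: Max/basal fluorescence ratio as % of EC20–EC100 ACh window / Benchmarks: low control EC20 acetylcholine (0%), high control EC100 acetylcholine (100%) / Replicates: one well per compound, no replicates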
# M4 ag = CHRM4 agonism in calcium assay. activation, % at 3 µM. 0.14% of 360,000 active. CHO-K1 hM4/Gqi5, Fluo-8 calcium fluorescence; vehicle 0%, full acetylcholine response 100%;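 active means activation above the run mean over all test wells plus 3 SD, cut at about 32% in these data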;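 further: peak over basal fluorescence ratio per well then scaled between controls; 0% = DMSO wells and 100% = acetylcholine at EC100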
# M5 antag = antagonists of human muscarinic M5 receptor (CHRM5); P08912; CHO-hM5 cells, Fluo-8 calcium fluorescence, ACh EC80; inhibition, % at 3 µM; 0.59% of 360,000 active; AID 624040;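 active means inhibition above a per-plate cutoff, the mean of that plate's test compounds plus 3 SD, cut at about 27% in these data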;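 further: 0% = acetylcholine EC80 with DMSO and 100% = DMSO without agonist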
# M1 PAM = potentiates human M1 receptor response to acetylcholine | CHO-K1 hM1, Fluo-8 calcium fluorescence, ACh EC20; 0% = ACh EC20, 100% = maximal ACh | P11229 | activation, % at 3 µM | 0.088% of 360,000 active; in the data active means activation above about 19%, passing the limit was not always enough
# Target sequence (P11229 whole entry, looked up): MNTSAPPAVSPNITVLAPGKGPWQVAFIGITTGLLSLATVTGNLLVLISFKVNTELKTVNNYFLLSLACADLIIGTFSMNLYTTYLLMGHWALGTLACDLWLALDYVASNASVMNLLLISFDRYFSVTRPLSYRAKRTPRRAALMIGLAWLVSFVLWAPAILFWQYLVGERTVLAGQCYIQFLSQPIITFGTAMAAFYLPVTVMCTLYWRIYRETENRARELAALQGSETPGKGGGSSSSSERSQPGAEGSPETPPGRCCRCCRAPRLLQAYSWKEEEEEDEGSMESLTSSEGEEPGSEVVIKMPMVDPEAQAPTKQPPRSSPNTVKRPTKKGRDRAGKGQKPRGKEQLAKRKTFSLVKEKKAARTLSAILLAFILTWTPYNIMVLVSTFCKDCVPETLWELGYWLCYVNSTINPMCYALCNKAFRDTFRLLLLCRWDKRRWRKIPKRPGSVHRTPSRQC
# M4 antag = antagonists of human muscarinic M4 receptor (CHRM4). P08173. CHO-hM4 cells, ACh EC80, Fluo-8 calcium fluorescence. inhibition, % at 3 µM. 0.73% of 360,000 active. AID 624125;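 active means inhibition above its plate's cutoff, the mean inhibition of sample wells plus 3 SD, cut at about 27% in these data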;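 further: 0% = acetylcholine EC80 with DMSO and 100% = DMSO without agonist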
# CRFBP-R2 agonist = CRF-BP/CRF-R2 complex agonism; HEK293 CRF-R2/CRF-BP, calcium dye fluorescence (FLIPR); percent of saturating CRF peptide response; activation, % at 13.2 µM; 0.46% of 350,000 active;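 active means activation of at least 50%, plus an integration ratio under a set limit after plate pattern correction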;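 further: plate controls were neutral control wells without compound for no effect and CRF at EC100 for full effect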
# Numbers without * were called inactive; nt = not tested or not shown; & = joins results of further samples; ! = a repeat was not active.
CHRM5 PAM	CRFBP-R2 agonist	M4 ag	CRFBP-R2 block	M5 antag	CHRM4 PAM	M4 antag	M1 PAM	CHRM5 agonist	Molecule
2	15	1	22	7	-1	-4	5	1	CN(C)CCN1C(=O)c2cccc3cc([N+](=O)[O-])cc(c23)C1=O
-2	-0.2	1	6	11	-6	0	-1	-1	COc1ccc(NC(=O)CCC(=O)Nc2ccc3nc(N4CCOCC4)cc(C)c3c2)c(OC)c1
1	nt	2	nt	0	0	-5	4	1	COc1ccc(CNC(=O)CCS(=O)(=O)c2ccc3nc(C)sc3c2)cc1
-5	7.0	2	-22	9	-2	-10	2	-4	O=C1CN(C(=O)c2ccco2)C(c2ccccc2)c2cc(Cl)ccc2N1 (configuration not stated)
-2	1.0	1	1	4	5	-5	7	1	O=C(Nc1cc(C(F)(F)F)ccc1-n1cncn1)c1ccc([N+](=O)[O-])o1
-5	-6.9	0	42	0	-2	-8	7	-6	COc1ccc(N(CC(=O)Nc2c(C)n(C)n(-c3ccccc3)c2=O)S(=O)(=O)c2ccc(C)cc2)cc1
1	0.4	0	14	23	-6	8	1	-7	COc1ccc(C(=O)N2CCN(Cc3ccccc3)CC2)cc1[N+](=O)[O-]
7	-0.3	1	4	-3	2	-9	16	1	COc1ccc(Br)cc1S(=O)(=O)n1ccnc1
0	-1.3	0	-12	1	3	-4	4	0	CC(C)N(C(=O)[C@H]1C[C@H](CC(=O)NCCCn2ccnc2)C(=O)N2CCc3c([nH]c4cc(-c5ccco5)ccc34)[C@]12C)C(C)C
3	-0.4	5	-1	9	2	13	1	1	CCCN(Cc1nnc(-c2cccs2)o1)C(=O)c1cc(S(=O)(=O)N2CCOCC2)ccc1C
3	3.7	0	-22	-2	5	-6	10	1	O=C(c1ccccc1)N1CCN(c2cc(Cl)nc3cc(-c4cccc(Cl)c4)nn23)CC1
4	-1.1	4	3	2	8	-2	-2	1	O=C(c1ccc2c(c1)OCCO2)N1CCN(S(=O)(=O)c2c(F)cccc2F)CC1
2	1.4	2	-10	-2	-1	5	0	-2	Cc1c(/C=N/NC(=O)c2cccnc2)c2ccccc2n1Cc1ccccc1
3	-0.5	3	3	6	-2	6	3	-4	CCOC(=O)C1(Cc2cccc(F)c2)CCN(C(=O)c2ccoc2C)CC1
-1	1.3	2	2	0	2	-4	9	1	Cc1ccnc(NC(=O)c2ccc([N+](=O)[O-])o2)c1
3	-1.8	1	0	8	1	4	8	-2	COc1ccc(C(=O)NCC(=O)NCc2ccc3c(c2)OCO3)cc1[N+](=O)[O-]
-1	1.2	1	12	5	0	-5	3	1	CCOC(=O)c1c(NC(=O)C(C)N2CCN(S(=O)(=O)c3cccs3)CC2)sc2c1CCC(C)C2 (configuration not stated)
-34&-19	-1.8	13&13	3	22&12	-12&-13	49*!	-5	-4&3	c1ccc(CNc2c(-c3cccc(SC4CCCCC4)c3)nc3ccccn23)cc1
-7	-5.8	2	-3	1	1	5	1	0	COc1cccc(NC(=O)/C=C/c2ccc([N+](=O)[O-])cc2)c1
-1	-1.6	1	6	1	-3	-4	2	0	COC(CNC(=O)c1ccc(-n2c(=S)[nH]c3ccccc3c2=O)cc1)OC

# Looked up above.
# CHRM4 PAM, COc1ccc(C(=O)NCC(=O)NCc2ccc3c(c2)OCO3)cc1[N+](=O)[O-] = 1
# CHRM5 agonist, COc1cccc(NC(=O)/C=C/c2ccc([N+](=O)[O-])cc2)c1 = 0
# M1 PAM, CCCN(Cc1nnc(-c2cccs2)o1)C(=O)c1cc(S(=O)(=O)N2CCOCC2)ccc1C = 1
# CRFBP-R2 block, CCOC(=O)c1c(NC(=O)C(C)N2CCN(S(=O)(=O)c3cccs3)CC2)sc2c1CCC(C)C2 (configuration not stated) = 12
# CRFBP-R2 block, O=C(Nc1cc(C(F)(F)F)ccc1-n1cncn1)c1ccc([N+](=O)[O-])o1 = 1
# M1 PAM, O=C(c1ccccc1)N1CCN(c2cc(Cl)nc3cc(-c4cccc(Cl)c4)nn23)CC1 = 10

# Next records
CHRM5 PAM	CRFBP-R2 agonist	M4 ag	CRFBP-R2 block	M5 antag	CHRM4 PAM	M4 antag	M1 PAM	CHRM5 agonist	Molecule
-6	-0.6	1	1	-3	1	-6	4	-9	COc1ccc(Cl)cc1NC(=O)CSc1nnc(-c2ccncc2)n1CC1CCCO1 (configuration not stated)
-1	0.0	1	-4	10	1	0	0	1	CC(C)CCC1(C)NC(=O)N(CC(=O)NCC(=O)Nc2ccc(F)c(F)c2F)C1=O (configuration not stated)
7	-1.3	0	0	0	-6	6	5	-1	Cc1ccc(NC(=O)CSCC(=O)O)c(C)c1
-5	-1.4	1	9	-7	-2	-9	5	-5	O=S(=O)(NCc1ccc(Cl)cc1)c1cnc[nH]1
0	1.1	2	-5	-5	-1	-5	6	-1	COCCCNC(=O)CN(c1ccc(F)cc1)S(=O)(=O)c1ccc2c(c1)OCCO2
-1	-1.9	0	2	-7	15	-4	1	-6	O=C1c2ccsc2SCCN1Cc1ccccc1Cl
1	1.2	2	19	-12	3	-10	3	-4	O=C(CSc1nc2ncc(Br)cc2[nH]1)c1cccc([N+](=O)[O-])c1
-3	0.0	1	-1	11	8	1	21	-3	CCC(=NCCc1ccc(OC)c(OC)c1)c1ccccc1O
-1	-1.2	0	-8	5	-3	-3	7	-3	Cc1cccc(NC(=O)CSc2nnc(CNC(=O)c3ccco3)o2)c1C
-3	-0.5	3	-3	15	-6	4	5	-2	O=C(CN(c1cccc([N+](=O)[O-])c1)S(=O)(=O)c1ccccc1)NCc1cccnc1
-9	0.8	3	8	13	13	-7	10	1	CCN(C(=O)COc1ccc(C(C)=O)cc1)c1cccc2ccccc12
-9	2.5	1	-4	18	3	0	8	0	COc1ccc(S[C@@H](CCN2CC[C@H](O)CCC2=O)c2ccccc2)cc1
-4	0.7	0	6	11	-1	-5	9	0	Cc1nc(N2CCN(C(=O)c3ccco3)CC2)[nH]c(=O)c1C
2	-1.1	1	0	-9	1	5	9	-1	C/C(=N/NS(=O)(=O)c1cccc([N+](=O)[O-])c1)c1ccncc1
2	-1.1	1	8	-7	7	-11	7	2	Cc1ccccc1NC(=O)c1ccc(S(=O)(=O)N(C)C)cc1
-6	7.8	1	-4	-2	6	3	11	1	COC(=O)c1ccc(NC(=O)CN2C(=O)CSC2=O)cc1
-1	1.2	10	-1	3	10	-23	13	-4	Cc1ccccc1OCCn1c(=S)[nH]c2c(N)ncnc21
4	0.5	1	9	-1	1	1	1	3	CC(C)(C)c1ccc(C(=O)NN=C2CCCC2)cc1
-10	0.2	1	-26	11	1	-6	10	-8	O=C(Nc1ccccc1Oc1cccnc1)C1CCCN(C/C=C/c2ccccc2)C1 (configuration not stated)
1	5.7	0	-34	-2	6	-2	4	3	CCOC(=O)c1c(C)nc2sc3c(c2c1-c1ccc(OC)cc1)NC(c1ccc(OC)cc1)NC3=O (configuration not stated)
-13	-5.0	8	31	1	-3	-15	-6	6	O=C(NCCc1c[nH]c2ccccc12)C(=O)Nc1ccccc1
-3	-0.1	0	22	-8	3	-6	-5	-7	COc1ccc2[nH]c3c(=S)nc[nH]c3c2c1
-29	2.0	9	4	18	-10	24	-15	4	O=C(Cn1nc(C(=O)O)c2ccccc2c1=O)Nc1cccc(S(=O)(=O)N2CCCCC2)c1
-4	-1.4	2	-1	-5	-18	6	-28	-9	Oc1ccccc1N1CCN(CC(O)COCc2ccccc2Cl)CC1 (configuration not stated)
1	-1.4	4	14	0	2	-13	1	-2	Cc1cc(C)cc(NC(=O)Nc2c(Br)cnn2C)c1
-1	0.4	1	4	3	3	1	3	0	CC(C)Oc1ccc(C(=O)NC(C)(C)CO)cc1
0	0.8	0	-1	10	12	0	-2	-3	Cc1ccc(-c2nn(CCC(=O)O)cc2CCC(=O)O)cc1
-8	-1.5	2	15	1	-1	-4	-2	-4	CCC1(C)Cc2c(sc3[nH]c(=S)n(Cc4ccccc4)c(=O)c23)CO1 (configuration not stated)
-16	3.4	19	9	28*	-11	28*	-15	3	CCOc1ccccc1CNS(=O)(=O)c1ccc(-c2cnc(C3CC3)o2)cc1
-3	0.5	1	-13	17	-2	4	16	-3	Cc1cc(C)cc(C(=O)Nc2nnc(SCC(=O)NCC3CCCO3)s2)c1 (configuration not stated)
10	0.1	0	-6	-13	-3	-1	9	2	CCOC(=O)N/N=C/c1ccc(N2CCOCC2)s1
-8	0.3	1	-59	7	-7	2	1	3	FC(F)(F)c1cc(-c2ccc(Cl)cc2)nc(NCc2cccnc2)n1
9	-2.9	2	26	0	6	-4	8	-4	CCn1cc(CN2CCCC(CNS(=O)(=O)Cc3ccccc3)C2)cn1 (configuration not stated)
3	-0.6	0	5	3	20	-6	20	2	NC(=O)CC(NC(=O)Cc1cccc2ccccc12)c1ccc(NC2CCCCCC2)c([N+](=O)[O-])c1 (configuration not stated)
-9	-1.6	9	-2	8	-9	13	-10	3	COc1cc(OC)c(C(=O)CCC(=O)O)cc1OC
2	24	1	-3	7	-5	8	7	2	Cc1cccc(NC(=O)CN2CCSc3ccccc32)c1
2	-4.2	0	3	-11	0	-15	9	-2	Nc1nc2nccc(-c3ccc(Cl)cc3)n2n1
-4	0.2	2	12	1	2	-3	1	-5	CCOC(=O)N1CCN(C2=C(NS(=O)(=O)c3ccc(C)cc3)C(=O)c3ccccc3C2=O)CC1
-3	-1.2	2	14	2	4	-9	1	-1	OC(CN1CCN(c2ccccc2)CC1)c1ccc2c(c1)CCN2 (configuration not stated)
-7	-0.3	3	36	1	-3	5	-1	2	COc1ccc(OCCCC(=O)Nc2cccc([N+](=O)[O-])c2)cc1
3	-1.1	1	-5	-4	1	-2	-7	5	O=C(NC(=S)Nc1ccccc1N1CCOCC1)c1sc2ccccc2c1Cl
1	-1.1	0	-1	1	1	4	0	-1	CCOC(=O)C1=C(CN2CCN(CCC#N)CC2)NC(=O)NC1c1ccc2c(c1)OCO2 (configuration not stated)
5	0.4	1	1	-8	-2	-7	0	4	O=C(O)COc1ccc(Br)cc1/C=N\Nc1ccccn1
2	-0.7	2	4	2	4	-5	3	-1	NNC(=S)Nc1ccccc1Cl
-1	22	3	-41	5	2	3	-1	0	COc1cc2cc(C(c3nnnn3C3CCCC3)N3CCc4ccccc43)c(=O)[nH]c2cc1OC (configuration not stated)
6	0.7	-2	12	0	5	4	3	-14	CCOC(=O)c1cnc(SCc2cccc(C)c2)nc1N
-5	-3.1	1	16	14	-8	0	0	-3	C=CCSc1ncccc1C(=O)NCCc1ccc(Cl)cc1
-2	-1.9	2	27	-7	2	-6	4	-2	COCCn1c(SCC(=O)Nc2cc(Cl)ccc2OC)nc2c(c1=O)SC(C)C2 (configuration not stated)
4	0.3	2	1	-11	-1	-5	14	2	CC(=O)C1=C(O)C(=O)OC1c1ccc(C)cc1 (configuration not stated)
2	-3.8	1	-10	5	4	-11	5	2	O=C(CC(=O)c1ccccc1)CS(=O)(=O)c1ccccc1
-2	-5.2	-1	8	10	-27	0	-3	-19	O=[N+]([O-])c1ccc(C[n+]2cc(-c3ccc(Cl)c(Cl)c3)n3c2CCCCC3)cc1
-1	-0.1	-3	-9	-8	5	-3	8	-6	CCC1Oc2ccc(C)cc2N(Cc2cccc(C)c2)C1=O (configuration not stated)

# An excerpt from above in order of molar mass, largest number first:
CHRM5 PAM	CRFBP-R2 agonist	M4 ag	CRFBP-R2 block	M5 antag	CHRM4 PAM	M4 antag	M1 PAM	CHRM5 agonist	Molecule
1	-1.4	4	14	0	2	-13	1	-2	Cc1cc(C)cc(NC(=O)Nc2c(Br)cnn2C)c1
2	-1.1	1	8	-7	7	-11	7	2	Cc1ccccc1NC(=O)c1ccc(S(=O)(=O)N(C)C)cc1
2	24	1	-3	7	-5	8	7	2	Cc1cccc(NC(=O)CN2CCSc3ccccc32)c1
